Screens: PubChem BioAssay, several laboratories
FLuc stim CS = firefly luciferase counter-screen for stimulation assays; ATPlite luciferase biochemical, luminescence, 10 min; 0 = ATP-free wells, 1 = DMSO control; activation factor at 10 µM; AID 1027; P08659; 200,000 tested, under 10 active;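 active means luciferase activation factor, scaled between plate controls, of at least 2 with compound at 10 µM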
Target sequence (P08659 whole entry, looked up): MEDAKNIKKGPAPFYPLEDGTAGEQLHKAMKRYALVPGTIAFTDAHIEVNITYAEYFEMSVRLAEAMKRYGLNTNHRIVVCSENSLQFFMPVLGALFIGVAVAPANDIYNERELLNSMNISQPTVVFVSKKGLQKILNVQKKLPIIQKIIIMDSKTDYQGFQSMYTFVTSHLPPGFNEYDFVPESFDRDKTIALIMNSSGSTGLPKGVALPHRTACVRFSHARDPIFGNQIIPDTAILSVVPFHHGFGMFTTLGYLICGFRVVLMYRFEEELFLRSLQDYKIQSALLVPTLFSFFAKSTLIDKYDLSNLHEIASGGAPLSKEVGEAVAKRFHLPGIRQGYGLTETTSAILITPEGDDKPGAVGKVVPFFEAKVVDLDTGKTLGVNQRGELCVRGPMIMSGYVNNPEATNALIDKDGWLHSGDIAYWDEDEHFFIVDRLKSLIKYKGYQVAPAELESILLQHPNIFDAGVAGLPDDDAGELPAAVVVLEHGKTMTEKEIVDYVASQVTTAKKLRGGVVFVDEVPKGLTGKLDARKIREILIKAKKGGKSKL
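System: cell-free luciferase reagent; medium: PBS as buffer for the ATP substrate; doses: test compounds dosed from 2 mM stocks in 100% DMSO; incubation: 10 min, room temperature; measured by: luminescence from luciferase reaction; read-out: luciferase activation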
TNAP inh no acc = TNAP (human) inhibition, acceptor-free conditions | purified TNAP, CDP-star luminescence, 30 min | inhibition, % at 20 µM | 200,000 tested, 0.26% active | AID 1012;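 active means tissue-nonspecific alkaline phosphatase inhibition above about 50% at 20 µM in the single-dose screen, limit read from the data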;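 further: 0% = DMSO negative control and 100% = EDTA positive control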
Target sequence (P05186 whole entry, looked up): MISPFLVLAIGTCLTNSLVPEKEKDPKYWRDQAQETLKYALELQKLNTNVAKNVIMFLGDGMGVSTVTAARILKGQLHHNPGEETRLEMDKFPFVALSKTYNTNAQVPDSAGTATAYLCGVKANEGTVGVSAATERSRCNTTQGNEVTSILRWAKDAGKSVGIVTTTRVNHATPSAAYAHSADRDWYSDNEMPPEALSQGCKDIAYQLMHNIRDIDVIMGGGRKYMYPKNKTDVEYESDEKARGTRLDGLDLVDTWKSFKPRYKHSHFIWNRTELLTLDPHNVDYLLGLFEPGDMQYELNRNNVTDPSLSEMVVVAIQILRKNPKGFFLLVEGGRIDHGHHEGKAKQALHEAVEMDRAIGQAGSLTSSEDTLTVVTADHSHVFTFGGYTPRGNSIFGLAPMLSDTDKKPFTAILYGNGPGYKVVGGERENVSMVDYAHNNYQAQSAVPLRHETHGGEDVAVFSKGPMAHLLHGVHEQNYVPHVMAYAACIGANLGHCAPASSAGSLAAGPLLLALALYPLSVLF
APP transl inh = APP translation inhibition | 190,000 tested, 0.82% active | AID 1285 | SH-SY5Y APP 5'UTR-luciferase reporter, luminescence | inhibition, % at 2 µM;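 active means inhibition above a set limit, derived from the sample mean plus 3 SD, cut at about 45% in these data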; further: values of inactives mirror those of a sister screen read the other way
RAM inhibit = blocks the yeast RAM network. S. cerevisiae dse1pr::URA3 reporter, 5-FOA growth OD615, 2 d; analog-sensitive cbk1-as2 kinase mutant strain. inhibition, % at 50 µM. 190,000 tested, 1.8% active;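 active means inhibition above a set limit, 3 SD over mean compound inhibition, cut at about 8.4% in these data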;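 further: 0% = DMSO-only wells with no growth and 100% = 10 µM 1-NA-PP1 full growth; inhibition rescues growth on 5-FOA so higher OD means more RAM inhibition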
TNAP inh hiacc = TNAP (human) inhibition, high acceptor. purified TNAP, CDP-star luminescence, 1 M DEA. inhibition, % at 20 µM. 200,000 tested, 0.03% active. AID 1135;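 active means over 50% inhibition of tissue-nonspecific alkaline phosphatase at 20 µM in the single-dose screen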;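 further: plate controls were DMSO wells for no effect and EDTA-quenched wells as full inhibition for full effect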
Lmaj promast = reduces viability of Leishmania major promastigotes. resazurin fluorescence viability. inhibition, % at 10 µM. 200,000 tested, 9% active. AID 1063; in the data active means inhibition above about 50%;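 further: promastigotes grown with compound for 44 hours at 28 °C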
bIAP inhibitor = intestinal alkaline phosphatase (bovine) inhibition | purified bovine IAP, CDP-star luminescence, 30 min | inhibition, % at 20 µM | 190,000 tested, under 10 active | AID 1019;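 active means over 50% inhibition of intestinal alkaline phosphatase at 20 µM in the single-dose screen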
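System: Purified bovine intestinal alkaline phosphatase (IAP) enzyme | Input: IAP diluted 1/65,000,000 in the well | Also added: CDP-star chemiluminescent phosphatase substrate, 30 µM final | Dosing: 20 µM single dose | Times: Enzyme reaction for 30 min at room temperature | Detection: Luminescence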
FLuc inh counter = Photinus pyralis luciferase inhibition counter-screen. P08659. 200,000 tested, 1.5% active. inhibition, % at 10 µM. ATPLite firefly luciferase biochemical luminescence, 10 min. AID 1006;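 active means inhibition above about 50% when tested at 10 µM, limit read from the data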
bIAP act = intestinal alkaline phosphatase (bovine) activation | purified bovine IAP, CDP-star luminescence, 30 min; stronger effect = higher value; fold of DMSO-control signal, blank-subtracted | activation factor at 20 µM | 200,000 tested, 0.17% active;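 active means activation factor of 2 or more at 20 µM, a signal rise over negative controls twice the positive control's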
TNAP act hiacc = TNAP (human) activation, high acceptor; 200,000 tested, under 10 active; AID 1136; activation factor at 20 µM; purified TNAP, CDP-star luminescence, 1 M DEA, 30 min; stronger effect = higher value; 0 = EDTA background, 1 = DMSO-only activity;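 active means activation factor at least 2 at 20 µM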
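Dosing: 20 µM single point. System: human TNAP. Amount: TNAP 1/800 final. Incubation: 30 min, room temperature. Read-out: TNAP activation factor scaled between EDTA and DMSO control wells. Signal: luminescence from CDP-star hydrolysis. Medium: 1 M DEA, pH 9.8, Mg2+, Zn2+. Control set: EDTA negative control, DMSO positive control.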
* hit, by the source's call; . = no result given.

SMILES | FLuc stim CS | TNAP inh no acc | APP transl inh | RAM inhibit | TNAP inh hiacc | Lmaj promast | bIAP inhibitor | FLuc inh counter | bIAP act | TNAP act hiacc
CCCOc1ccc(/C(O)=C2/C(=O)C(=O)N(c3cc(C)on3)C2c2ccc(C(=O)OC)cc2)cc1 (stereo not given) | 1 | -0.8 | -5.0 | 10.9* | 1.7 | -9.8 | 0.8 | -1.5 | 1 | 1
O=C1CN(C(=O)c2cccs2)c2ccccc2N1 | 1.1 | 13.1 | -3.4 | 3.1 | 0.5 | -0.5 | 9.0 | -5.7 | 0.9 | 1
COc1ccc(CC(=O)OCc2cc3cccc(C)c3[nH]c2=O)cc1 | 1 | -11.8 | -2.2 | 2.8 | -6.1 | 1.8 | 4.3 | -3.5 | 1 | 1.1
COc1ccc(NS(=O)(=O)c2cc(NC(=O)/C=C/c3ccccc3OC)ccc2N2CCCCC2)cc1 | 1 | 1.5 | -17.7 | 10.9* | 0.6 | 40.2 | 9.7 | -3.4 | 0.9 | 1
Cn1nnnc1SCC(=O)NCc1ccccc1 | 1.1 | -12.9 | -11.3 | 0.4 | -5.1 | -4.1 | 4.7 | -8.2 | 1 | 1.1
Cc1nn(-c2ccccc2)c(C)c1/C=N/NC(=O)c1cc(-c2cccc3ccccc23)n[nH]1 | 1 | -11.9 | 4.3 | 2.8 | 0.2 | 31.2 | 4.6 | 2.1 | 1 | 1
O=C(c1cccnc1)N1CCN(c2ccc([N+](=O)[O-])cc2Cl)CC1 | 1 | 1.6 | 9.0 | -0.6 | 0.3 | -1.1 | 10.9 | -1.9 | 0.9 | 1
CN(C)S(=O)(=O)Oc1ccc(Cl)cc1C(=O)Nc1ccc(F)cc1F | 1 | -12.3 | 1.7 | 1.1 | -9.5 | 11.1 | 18.5 | -1.0 | 0.8 | 1.1
CN(C)c1nc(Oc2ccc(N)cc2)nc(N(C)C)n1 | 1 | -10.2 | 2.6 | 1.8 | -2.4 | 2.2 | -4.4 | -0.6 | 1 | 1
Cc1ccc(NC(=O)CSc2nn(-c3ccccc3)c(=S)s2)cc1S(=O)(=O)N(C)C | 1.1 | 10.3 | -14.4 | 5.2 | -3.3 | 77.4* | -0.5 | -5.7 | 1 | 1
Cc1ccc(C(CC(=O)O)Nc2nc(N3CCOCC3)nc(N3CCOCC3)n2)cc1 (stereo not given) | 1.1 | -3.2 | -14.1 | 0.8 | -1.9 | -4.4 | -5.1 | -7.5 | 1.1 | 1
Cc1ccc(OCCNC(=O)/C=C/c2ccco2)cc1C | 1 | -4.8 | 5.6 | 2.8 | -1.0 | -7.2 | 0.3 | -1.7 | 1 | 1
Cc1cccc(Nc2nnc(SCC(=O)Nc3ccc(C(=O)O)cc3)s2)c1 | 0.3 | -2.5 | 12.9 | 5.6 | 1.2 | -8.3 | -3.7 | 67.5* | 1 | 1
Cc1ccc(-n2ncc(C(=O)Nc3ccc(Cl)cc3)c2C2CCNCC2)cc1C | 1.1 | -16.4 | -6.3 | -0.9 | -0.5 | 98.7* | -33.7 | -6.9 | 1.3 | 1
COc1ccccc1OCCCOc1ccc([N+](=O)[O-])cc1Cl | 0.7 | -5.4 | -49.7 | 0.6 | -4.9 | -0.5 | 11.1 | 27.7 | 0.9 | 1
Cc1cc(=O)[nH]c(SCC(=O)Nc2nc3ccccc3s2)n1 | 1 | -14.4 | -21.3 | -0.6 | 1.8 | 0.9 | 11.6 | -0.4 | 0.9 | 1
COc1cc(NC(=O)c2ccco2)c(OC)cc1NC(=O)Nc1ccccc1Cl | 1 | -51.0 | -18.1 | 1.7 | -4.8 | 72.1* | -0.2 | -0.5 | 1 | 1
CC(C)CC(=O)NC(=S)N(Cc1ccccc1)Cc1ccccc1 | 1.1 | -1.0 | -8.8 | 2.4 | -1.1 | 18.9 | 11.7 | -6.5 | 0.9 | 1
COC(=O)c1cc(OC)c(OC)cc1NC(=O)CC1CCCCC1 | 1 | -7.7 | -6.0 | 2.5 | -5.2 | 13.3 | -6.5 | -2.8 | 1.1 | 1.1
CC1CN(C(=O)Nc2cccc(C(F)(F)F)c2)CC(C)O1 (stereo not given) | 1 | 1.0 | 13.9 | 2.1 | 4.5 | 2.5 | -0.9 | 1.4 | 1 | 1

Another view of some results above:
| structure | FLuc stim CS | TNAP inh no acc | APP transl inh | RAM inhibit | TNAP inh hiacc | Lmaj promast | bIAP inhibitor | FLuc inh counter | bIAP act | TNAP act hiacc |
| --- | --- | --- | --- | --- | --- | --- | --- | --- | --- | --- |
| Cc1cc(=O)[nH]c(SCC(=O)Nc2nc3ccccc3s2)n1 | 1 | -14.4 | -21.3 | -0.6 | 1.8 | 0.9 | 11.6 | -0.4 | 0.9 | 1 |
| Cc1ccc(OCCNC(=O)/C=C/c2ccco2)cc1C | 1 | -4.8 | 5.6 | 2.8 | -1.0 | -7.2 | 0.3 | -1.7 | 1 | 1 |
| COC(=O)c1cc(OC)c(OC)cc1NC(=O)CC1CCCCC1 | 1 | -7.7 | -6.0 | 2.5 | -5.2 | 13.3 | -6.5 | -2.8 | 1.1 | 1.1 |
| COc1ccccc1OCCCOc1ccc([N+](=O)[O-])cc1Cl | 0.7 | -5.4 | -49.7 | 0.6 | -4.9 | -0.5 | 11.1 | 27.7 | 0.9 | 1 |

The list continues.
SMILES | FLuc stim CS | TNAP inh no acc | APP transl inh | RAM inhibit | TNAP inh hiacc | Lmaj promast | bIAP inhibitor | FLuc inh counter | bIAP act | TNAP act hiacc
O=C(Nc1ccncc1)C1c2ccccc2Oc2ccccc21 | 1.1 | -11.1 | -1.3 | 0.0 | -5.0 | 23.5 | 10.7 | -5.2 | 0.9 | 1.1
Brc1ccc(-c2nnc(-c3ccccc3)o2)o1 | 0.6 | -7.1 | -106.8 | 1.4 | 0.9 | -4.5 | 10.9 | 41.0 | 0.9 | 1
Cc1ccc(-n2c(SCC(=O)c3c(N)n(C)c(=O)n(C)c3=O)nc3sc4c(c3c2=O)CCCC4)c(C)c1 | 1 | -4.5 | -8.3 | 4.0 | -4.8 | 46.7 | -2.0 | 1.0 | 1 | 1
C#CC[N+]1(CC#Cc2ccc(C)cc2)CCCCC1 | 1 | 0.8 | 0.9 | -0.5 | 0.6 | -3.3 | 4.9 | -3.7 | 1 | 1
COc1ccc(N2C(=O)C(CC(=O)Nc3ccccc3)N(Cc3ccc(OC)c(OC)c3)C2=O)cc1 (stereo not given) | 1 | -12.4 | -22.4 | 1.6 | -4.3 | -5.0 | -5.4 | -3.8 | 1.1 | 1
CCn1nnnc1SCC(=O)Nc1ccc(OCc2ccccc2)cc1 | 1 | -9.9 | -6.5 | 6.1 | -2.7 | -0.1 | 4.8 | -3.7 | 1 | 1
Cc1nc2c(=O)[nH]c3ccccc3c2o1 | 1 | -1.6 | -10.3 | 1.6 | -2.7 | 2.1 | 7.1 | -4.3 | 0.9 | 1
O=C(Oc1ccc([N+](=O)[O-])cc1)c1cc(-c2ccccc2)nc2ccccc12 | 1 | -3.3 | 10.9 | 2.6 | 3.7 | -4.1 | 8.3 | -3.1 | 0.9 | 1
CC(=O)C1C(c2ccc(C)cc2)c2c(noc2C)CC1(C)O (stereo not given) | 1 | -4.4 | -0.9 | -0.4 | 3.9 | 2.4 | -1.5 | -0.5 | 1 | 1
Cc1ccc2occ(CN3CCN(c4ccccc4)CC3)c(=O)c2c1 | 1.1 | -4.5 | 20.6 | 0.0 | -6.6 | -1.3 | 8.4 | -11.1 | 0.9 | 1.1
Cc1ccnc(NC(=S)NC(=O)c2cncc(Br)c2)c1 | 0.6 | 5.5 | -84.7 | 5.8 | 0.5 | 30.2 | 2.0 | 41.5 | 1 | 1
COc1ccc(-n2c(Cc3cccn3C)nnc2SCC(=O)N2CCCC2)cc1 | 1.1 | -11.0 | -3.2 | 0.7 | -3.6 | -10.9 | 2.9 | -9.2 | 1 | 1
CCOC(=O)c1c(C)[nH]c(C)c1C(=O)CSc1nc2ccccc2c(=O)n1-c1ccccc1C | 1 | -11.8 | 7.6 | 9.7* | -5.5 | 25.1 | 6.2 | -2.0 | 0.9 | 1.1
COc1ccc(CCNC(=O)NC23CC4CC(CC(C4)C2)C3)cc1OC | 1 | -18.5 | 1.0 | 1.8 | -5.2 | -2.5 | -10.7 | -3.8 | 1.1 | 1.1
CC1Cc2ccccc2N1C(=O)CSc1nc2ccccc2o1 (stereo not given) | 1 | -10.8 | -40.0 | 1.9 | 0.6 | 10.2 | 21.0 | -1.7 | 0.8 | 1
CC(C1CC1)N(Cc1ccccc1)C(=O)NC(=O)c1cccc(F)c1 (stereo not given) | 1.1 | -20.5 | -14.4 | 0.4 | -3.3 | 17.1 | 7.4 | -5.3 | 0.9 | 1
O=C1CSC(=S)N1/N=C/c1ccc(O)c([N+](=O)[O-])c1 | 1 | -12.4 | -19.3 | 1.4 | 19.1 | -8.6 | 26.5 | 3.7 | 0.7 | 0.8
CCc1ccc(CN2CCN(S(=O)(=O)Cc3ccccc3)CC2)cc1 | 1 | -9.6 | . | 2.9 | 0.0 | -4.0 | 10.7 | -4.1 | 0.9 | 1
c1ccc(OCCCCN2CCOCC2)cc1 | 1.1 | -10.6 | . | 0.7 | -3.2 | 78.7* | 3.6 | -9.0 | 1 | 1
O=C(Nc1ccc(-c2nc3ccccc3o2)cc1)c1ccc(N2CCOCC2)c([N+](=O)[O-])c1 | 1.1 | -5.0 | -21.4 | 1.4 | 1.7 | 8.1 | 6.6 | -5.7 | 0.9 | 1
CCN1C(=O)NC(c2cc(Br)ccc2OC)C(C(=O)OC)=C1C (stereo not given) | 1 | -8.0 | 4.0 | 2.1 | -4.2 | 23.0 | -6.8 | -4.6 | 1.1 | 1
Cc1ccccc1Cn1ccc(NC(=O)c2cc3ncc(Br)cn3n2)n1 | 0.9 | -17.4 | 10.6 | 1.4 | -6.5 | -6.1 | -8.1 | 13.0 | 1.1 | 1.1
COc1ccc(/C=C/C(=O)c2cc(F)ccc2OC(=O)c2ccccc2C)cc1OC | 1 | -9.0 | 96.7* | 6.3 | -4.4 | 59.6* | 2.2 | -3.3 | 1 | 1
CCNC(=O)CCSc1nnc(-c2ccncc2)o1 | 1 | -7.6 | -11.5 | 2.3 | 0.9 | -4.7 | -4.8 | -2.3 | 1 | 1
C=CCn1c(SCC(=O)Nc2cc(C)on2)nnc1C1COc2ccccc2O1 (stereo not given) | 1 | -9.1 | 21.0 | 1.3 | -4.1 | -1.0 | -5.2 | -4.6 | 1.1 | 1
Cc1ccc(CN2CCN(/N=C/c3ccc(C)s3)CC2)c(C)c1 | 1.1 | -2.5 | -0.9 | 1.6 | -1.9 | -2.5 | 5.5 | -6.6 | 0.9 | 1
COc1cc([N+](=O)[O-])ccc1NC(=O)CCCOc1ccc(C)cc1 | 1 | 3.5 | -3.3 | 3.2 | -0.8 | -5.3 | 22.0 | -2.3 | 0.8 | 1
COc1ccc(/C=N/NC(=O)Cn2c(Cc3ccc(OC)c(OC)c3)nc3ccccc32)cc1OC | 1.1 | -1.9 | -3.1 | 0.5 | -1.7 | -4.0 | -5.2 | -5.5 | 1.1 | 1
Cc1ccccc1N1C(=O)C(Oc2ccc(Cl)cc2)C1CNCC1CCCO1 (stereo not given) | 1 | -16.3 | -4.0 | -0.5 | -4.5 | 14.7 | -0.7 | -3.1 | 1 | 1
